West Nile virus CPE – West Nile virus antiviral activity, cell-based, CPE readout (AID 1621); West Nile virus-infected cells, CPE inhibition; higher % means a stronger effect; 290,000 tested, 0.02% active; one-dose CPE inhibition, % at 10 µM; IC50 in µM for titrated hits; in the data active = a potency from the dose series; note: strong numbers were not always called active
PhoP inhibition – PhoP-dependent GFP reporter repression – Salmonella Typhimurium, primary screen (AID 1863); S. Typhimurium PhoP-regulated promoter GFP reporter, 4 h; higher % means a stronger effect; one-dose inhibition, % at 50 µM; IC50 in µM for titrated hits; 300,000 tested, 0.16% active;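 active = inhibition over 29.93%, a cutoff 3 SD above the screen mean, later confirmed by dose response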;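 note: 0% = low Mg2+ inducing control and 100% = high Mg2+ repressing control; strong numbers were not always called active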
KOR beta-arrestin-1 – kappa opioid receptor blockers – cell-based, luminescence, uHTS (AID 1778). KOR beta-arrestin recruitment, luminescence, antagonist mode; higher % means a stronger effect. inhibition, % at 10 µM; hits with a dose series show IC50 in µM. 290,000 tested, 0.091% active; in the data active = inhibition above about 50%; note: strong numbers were not always called active
GPR55 beta-arrestin – selective activators of receptor GPR55 – imaging, U2OS cells, beta-arrestin-GFP redistribution, primary screen (AID 1961) | U2OS GPR55 beta-arrestin-GFP redistribution imaging; higher % means a stronger effect | activation, % at 10 µM; hits with a dose series show EC50 in µM | 290,000 tested, 0.048% active;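 active = activation above 40% with more than 50 cells counted in the well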;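 note: U2OS osteosarcoma cells stably expressing GPR55 and beta-arrestin-GFP; plate controls were DMSO negative control for no effect and LPI positive control for full effect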
T cell modulator – T cell immune modulators affecting CD8 T cell-vesicle binding; 330,000 tested, 0.068% active; calls only at 7 µM; 2C CD8+ T cell-vesicle binding, flow cytometry; stronger effect = lower value; AID 2052;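 active = response, share of CD8 T cells binding vesicles, and their 90th percentile fluorescence all below set limits, cut at about 80% in these data, passing the limit was not always enough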
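System: murine 2C transgenic CD8+ T lymphocytes; also added: QL9-loaded Drosophila micro-vesicles; times: binding 1.5 h at 37 °C; measured by: flow cytometry, PE anti-B7-1 (FL2) versus Alexa647 anti-CD8 (FL8), PFA-fixed; control set: Peptide-free naked vesicles (low) and QL9 vesicles with 0.7% DMSO vehicle (high)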
GPR35 arrestin U2OS – inhibition of zaprinast-stimulated GPR35 beta-arrestin translocation – imaging, U2OS, beta-arrestin-GFP, zaprinast agonist, primary screen (AID 2058). inhibition, % at 10 µM; hits with a dose series show IC50 in µM. U2OS GPR35 beta-arrestin-GFP translocation imaging, zaprinast antagonism; higher % means a stronger effect. 290,000 tested, 0.052% active;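 active = inhibition of at least 50% with at least 30 cells and total cytoplasm GFP at most 10,000,000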
KOR beta-arrestin-2 – kappa opioid receptor activators – cell-based, luminescence, uHTS, primary screen (AID 1777); KOR beta-arrestin recruitment, luminescence; higher % means a stronger effect; activation, % at 10 µM; hits with a dose series show EC50 in µM; 280,000 tested, 0.02% active; in the data active = activation above about 50%, passing the limit was not always enough; note: a part of the inactive calls stands beside numbers as strong as those of hits
NTR1 agonist – agonists of NTR1, primary screen, imaging, U2OS cells, beta-arrestin-GFP, high content (AID 493036). 330,000 tested, 0.17% active. P30989. activation, % at 20 µM. NTR1-U2OS beta-arrestin-GFP spot imaging, agonist mode;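 active = activation at or above 40% of the spot to cytoplasm intensity ratio, with at least 20 cells analyzed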;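 note: 0% = DMSO without peptide and 100% = 100 nM NTR1 peptide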
Target sequence (P30989 whole entry, looked up): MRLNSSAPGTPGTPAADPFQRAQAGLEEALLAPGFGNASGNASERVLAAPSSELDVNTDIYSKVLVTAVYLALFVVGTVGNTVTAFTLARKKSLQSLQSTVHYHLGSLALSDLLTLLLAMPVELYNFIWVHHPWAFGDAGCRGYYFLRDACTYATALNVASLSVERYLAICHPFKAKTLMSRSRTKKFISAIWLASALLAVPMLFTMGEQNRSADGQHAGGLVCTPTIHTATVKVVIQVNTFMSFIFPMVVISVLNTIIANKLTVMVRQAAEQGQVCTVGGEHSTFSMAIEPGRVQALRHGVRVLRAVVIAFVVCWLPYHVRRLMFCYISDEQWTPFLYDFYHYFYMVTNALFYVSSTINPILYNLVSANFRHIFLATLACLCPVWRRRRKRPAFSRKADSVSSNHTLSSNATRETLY
GPR55 LPI antagonism – GPR55 antagonists blocking LPI-driven arrestin recruitment, primary screen, imaging, U2OS, beta-arrestin-GFP, LPI agonist (AID 2013) | U2OS GPR55 beta-arrestin-GFP translocation imaging, LPI antagonism; higher % means a stronger effect | inhibition, % at 10 µM; hits with a dose series show IC50 in µM | 290,000 tested, 0.13% active;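 active = spots per cell inhibited over 60%, with over 100 cells counted and total cytoplasm intensity under 500,000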;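 note: U2OS cells stably carrying GPR55 and arrestin-GFP stimulated by 5 µM LPI near EC80; imaged beta-arrestin-GFP aggregate spots per cell after agonist stimulation; plate controls were LPI-stimulated DMSO wells for no effect and DMSO wells without LPI for full effect; some results filed as inactive read as strong as hits; confirmed hits need IC50 under 10 µM and bright autofluorescent wells are also inconclusive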
T cell modulator vesicle-bound % – recorded beside T cell modulator, whose call it bears; double positive events, %; measured here: CD8+ vesicle-bound cell fraction;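 binding gate set so that unloaded-vesicle control wells show 10% double positive cells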
NTR1 agonist cell count 20 µM – also measured in NTR1 agonist; calls as there; cell count; measured here: cell count, cytotoxicity flag
* hit, by the source's call; i = inactive; · = not tested or not shown; [ ] = remark or other dose.

SMILES	West Nile virus CPE	PhoP inhibition	KOR beta-arrestin-1	GPR55 beta-arrestin	T cell modulator	T cell modulator vesicle-bound %	GPR35 arrestin U2OS	KOR beta-arrestin-2	NTR1 agonist	NTR1 agonist cell count 20 µM	GPR55 LPI antagonism
CC(C)Cc1ccc(S(=O)(=O)N2CCOCC2)cc1	-0.6%	4.3%	11.0%	0.0%	i	36.6	9.1%	-2.4%	0.3	49	-9.3%
Cc1cc(=O)oc2cc(NC(=O)c3ccccc3OC(F)F)ccc12	1.4%	-10.9%	-11.3%	-0.1%	i	34.5	-11.1%	5.6%	-0.3	49	1.0%
CCOC(=O)c1sc(NC(=O)CSc2nc(O)c(Cc3ccccc3)c(=O)[nH]2)nc1C	0.6%	3.4%	-3.0%	0.2%	i	19.9	-3.9%	-3.8%	-1.3	47	5.9%
CN(C)CCNc1nc2c(c(=O)[nH]c(=O)n2C)n1CC(O)COc1ccc(Cl)cc1 (stereo unspecified)	-0.4%	14.3%	-22.8%	0.2%	i	6.5	-0.4%	0.8%	-0.6	53	4.9%
COc1ccccc1N1C(=O)C2C(C(=O)c3ccccc3)=NN(c3ccccc3OC)C2C1=O (stereo unspecified)	0.2%	-33.8%	-33.5%	-0.1%	i	37.8	-14.1%	3.2%	-0.5	56	-0.8%
O=C(CSc1nccc(-c2cccs2)n1)Nc1ccccc1	0.1%	-4.3%	33.3%	0.8%	i	26.9	-5.3%	-4.1%	1.4	55	-8.6%
C#CCNC(=O)c1cccn1-c1ncc(C(F)(F)F)cc1Cl	0.3%	3.2%	-20.9%	-0.2%	i	52.6	17.2%	1.5%	-1.3	30	9.9%
C=CCN1C(=O)CS/C1=N/c1nccs1	0.3%	8.6%	16.1%	-0.1%	i	28.2	0.4%	0.5%	-0.1	74	7.9%
CC1CN(CCCCOc2ccc3ccccc3c2)CC(C)O1 (stereo unspecified)	-1.6%	-5.0%	·	-0.2%	i	32.7	4.5%	1.8%	-0.2	55	17.8%
COc1ccc(N2CCN(C3CCCN(Cc4ccc(F)cc4)C3)CC2)cc1 (stereo unspecified)	-0.5%	-5.5%	-17.3%	0.3%	i	59.2	6.7%	3.2%	0.9	57	16.1%
O=C(Nc1nc(-c2ccccn2)cs1)C1COc2ccccc2O1 (stereo unspecified)	-0.4%	0.6%	68.0%	-0.1%	i	39.6	-10.8%	-5.0%	3.5	81	17.1%
O=C(Nc1ccc(S(=O)(=O)Nc2nccs2)cc1)c1ccc(S(=O)(=O)N2CCOCC2)cc1	-0.2%	-3.4%	17.6%	0.1%	i	46.3	-3.7%	-3.5%	-1.0	45	3.7%
CCCOc1ccc(Cc2nn3c(=O)/c(=C/c4ccco4)sc3nc2=O)cc1	0.5%	-6.6%	-13.6%	0.2%	i	54.7	-11.0%	3.4%	-2.2	86	9.8%
Cc1c(C(=O)OCc2ccccc2)[nH]c2c1C(=O)CC(c1ccco1)C2 (stereo unspecified)	-0.1%	1.3%	-117.8%	0.7%	i	50.2	-2.7%	-0.2%	-3.3	64	-21.2%
CCOCC(=O)N(CC)Cc1ccccc1	-0.2%	8.9%	-30.7%[20 µM]	0.2%	i	63.9	-1.2%	·	0.6	54	2.3%
COc1ccc(Nc2nc(C(=O)N(CCO)Cc3ccccc3)cs2)cc1	-1.0%	-3.7%	-18.6%	-0.1%	i	24.1	15.2%	3.7%	3.2	53	5.5%
Cn1cccc1P(=O)(c1cccn1C)c1cccn1C	-1.1%	1.0%	-29.4%	-0.1%	i	32.4	-8.6%	3.5%	0.1	63	1.8%
O=C1/C(=C2\C(=O)N(Cc3ccc(F)cc3)c3ccccc32)SC(=S)N1CCS(=O)(=O)O	-0.1%	-5.9%	-0.4%	-0.2%	i	52.0	-4.5%	-5.8%	-0.4	64	4.1%
CCOC(=O)C1CCCN(Cc2cc(Br)ccc2OC)C1 (stereo unspecified)	1.5%	0.2%	-35.3%	-0.1%	i	47.5	6.4%	4.0%	-0.1	69	-6.7%
COc1ccc(CC(=O)Nc2c(C(=O)N3CCN(c4ncccn4)CC3)oc3ccccc23)cc1OC	-0.5%	-9.8%	-41.8%	0.5%	i	18.1	-6.6%	-3.3%	-0.1	60	9.2%
Cc1cccc(COC(=O)Nc2ccc(NC(=O)c3ccccc3Cl)cc2)c1	0.6%	-0.7%	12.9%	-0.2%	i	57.0	-6.2%	-7.1%	0.3	63	1.2%
CCn1c(SCC(=O)Nc2cc(C)ccc2C)nc2c(c1=O)SC(C)C2 (stereo unspecified)	-0.2%	6.9%	-10.1%	-0.1%	i	42.9	-0.6%	0.5%	3.0	69	6.9%
Cc1ccc(-c2nc(N)sc2CC(=O)OCC(=O)NCC2CCCO2)cc1 (stereo unspecified)	0.4%	-15.1%	-24.4%	0.7%	i	11.7	6.6%	3.0%	1.1	33	-7.3%
CCOc1ccccc1C(=O)Nc1ccc(-n2nncc2C(C)(C)C)cc1	-1.0%	-0.3%	-10.3%	0.6%	i	26.6	-2.9%	1.3%	1.4	59	4.3%
CCC(CC)c1nc(NCCC(=O)O)c2ccccc2n1	-0.6%	5.0%	19.3%	-0.1%	i	67.8	12.7%	-4.9%	0.1	42	15.7%

Part of the list above, as comma-separated lines.
molecule,West Nile virus CPE,PhoP inhibition,KOR beta-arrestin-1,GPR55 beta-arrestin,T cell modulator,T cell modulator vesicle-bound %,GPR35 arrestin U2OS,KOR beta-arrestin-2,NTR1 agonist,NTR1 agonist cell count 20 µM,GPR55 LPI antagonism
CC(C)Cc1ccc(S(=O)(=O)N2CCOCC2)cc1,-0.6%,4.3%,11.0%,0.0%,i,36.6,9.1%,-2.4%,0.3,49,-9.3%
Cc1cc(=O)oc2cc(NC(=O)c3ccccc3OC(F)F)ccc12,1.4%,-10.9%,-11.3%,-0.1%,i,34.5,-11.1%,5.6%,-0.3,49,1.0%
CCOC(=O)c1sc(NC(=O)CSc2nc(O)c(Cc3ccccc3)c(=O)[nH]2)nc1C,0.6%,3.4%,-3.0%,0.2%,i,19.9,-3.9%,-3.8%,-1.3,47,5.9%
CN(C)CCNc1nc2c(c(=O)[nH]c(=O)n2C)n1CC(O)COc1ccc(Cl)cc1 (stereo unspecified),-0.4%,14.3%,-22.8%,0.2%,i,6.5,-0.4%,0.8%,-0.6,53,4.9%
COc1ccccc1N1C(=O)C2C(C(=O)c3ccccc3)=NN(c3ccccc3OC)C2C1=O (stereo unspecified),0.2%,-33.8%,-33.5%,-0.1%,i,37.8,-14.1%,3.2%,-0.5,56,-0.8%
O=C(CSc1nccc(-c2cccs2)n1)Nc1ccccc1,0.1%,-4.3%,33.3%,0.8%,i,26.9,-5.3%,-4.1%,1.4,55,-8.6%
C#CCNC(=O)c1cccn1-c1ncc(C(F)(F)F)cc1Cl,0.3%,3.2%,-20.9%,-0.2%,i,52.6,17.2%,1.5%,-1.3,30,9.9%

Remaining list, next part.
SMILES	West Nile virus CPE	PhoP inhibition	KOR beta-arrestin-1	GPR55 beta-arrestin	T cell modulator	T cell modulator vesicle-bound %	GPR35 arrestin U2OS	KOR beta-arrestin-2	NTR1 agonist	NTR1 agonist cell count 20 µM	GPR55 LPI antagonism
Oc1ccc(Cl)cc1C1=NNC(c2cc(Br)cc3c2OCOC3)C1 (stereo unspecified)	2.9%	-2.8%	-49.7%[20 µM]	0.2%	i	31.1	4.1%	·	4.7	101	10.2%
COc1cccc(Cn2cnc3c(NS(=O)(=O)c4cc(Cl)ccc4Cl)c(C)c(C)cc32)c1	1.1%	-4.6%	-3.1%	0.5%	i	22.2	-6.3%	-0.7%	4.3	101	3.6%
COc1ccc(NC2=C(NCCO)C(=O)c3ccccc3C2=O)cc1	0.3%	1.8%	-3.3%	0.1%	i	42.6	9.1%	-1.3%	-0.4	60	-2.3%
O=C(CNC(=O)C1CCCCC1)OCC(=O)c1ccc(Cl)s1	-0.4%	-8.3%	-4.1%	-0.4%	i	36.2	-19.3%	-4.2%	1.0	45	10.9%
CCOC(=O)N1CCN(C(=O)COc2ccc([N+](=O)[O-])cc2)CC1	-0.1%	-2.9%	-10.8%	-0.9%	i	57.9	5.6%	-1.8%	1.6	58	13.5%
COC(=O)COc1ccc(S(=O)(=O)NCc2ccccn2)cc1	-0.7%	-3.2%	-6.3%	-0.2%	i	55.5	6.6%	-3.3%	-0.9	53	-1.2%
CCS(=O)(=O)N1CCN(c2cccc(C)c2C)CC1	0.2%	0.7%	-3.2%	0.1%	i	35.3	10.5%	-3.8%	1.0	49	8.1%
C=CCn1c(SCC(=O)Nc2ccc(F)cc2)nnc1-c1cnccn1	-0.5%	-5.0%	-18.7%	-0.1%	i	22.3	7.9%	2.1%	-1.4	66	-0.5%
CCOC(=O)C1(Cc2cccc(F)c2)CCN(Cc2ccc(COC)o2)CC1	-0.6%	-7.8%	19.9%	0.4%	i	39.3	9.5%	1.4%	1.3	67	5.2%
CC(=O)c1ccc(NC(=O)C[n+]2ccc(N(C)C)cc2)cc1	-0.4%	4.3%	5.9%	-0.2%	i	54.5	3.5%	-3.2%	-0.1	78	-3.6%
COc1ccccc1NC(=O)CN1C(=O)C2(OCCCO2)c2ccccc21	-0.3%	-10.8%	25.1%	0.0%	i	14.4	-7.5%	0.0%	-0.6	67	0.1%
CCN(CC)CCNC(=O)C1(O)c2cc(Br)ccc2NC(=O)N1c1c(F)cccc1F (stereo unspecified)	0.4%	0.9%	-9.2%	-0.1%	i	37.6	-4.9%	-1.9%	-0.6	83	-1.7%
O=C(NN=C1CCC(=NNC(=O)c2ccccn2)CC1)c1ccccn1	-1.9%	10.0%	-21.3%[20 µM]	0.0%	·	·	6.3%	2.4%	-0.6	32	-7.3%
COc1ccc(CNC(=O)CSCc2c(F)cccc2Cl)cc1	-0.2%	-3.2%	-5.5%[20 µM]	-0.1%	i	29.1	-1.8%	·	0.0	68	8.3%
Cn1c(=O)c2c(nc(OCc3ccc4c(c3)OCO4)n2Cc2ccccc2Cl)n(C)c1=O	0.0%	-16.8%	-31.9%	-0.1%	i	46.0	-11.3%	8.8%	-0.5	64	6.6%
COCCNC(=O)c1ccc(Cl)c(Cl)c1	0.4%	-2.6%	22.2%	-0.2%	i	56.1	-3.3%	-3.7%	-0.5	58	-0.8%
C/C(CC(=O)NC1CCCC1)=N\NC(=O)c1ccc([N+](=O)[O-])c(Cl)c1	0.1%	12.3%	-33.0%	1.4%	i	47.4	-12.0%	1.8%	·	·	-8.0%
Cc1cc(C)c2sc(N(CCN(C)C)C(=O)c3cc(Cl)sc3Cl)nc2c1	-0.4%	-2.9%	9.7%	·	i	14.9	-4.9%	-4.2%	2.9	46	6.0%

Screening results deposited in PubChem by several laboratories.
